EphB4 ephrin blk: EphB4-ephrin-B2 interaction antagonism. 97,000 compounds, 0.15% hits. P54760. inhibition, % at 7 µM. AID 720. EphB4 LBD / TNYL-RAW-Alexa532 peptide, fluorescence polarization;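 active = inhibition above the screen-wide mean inhibition plus 3 SD, cut at about 15% in these data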;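 also: 0% = DMSO wells and 100% = excess unlabeled TNYL-RAW peptide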
CYP2C19 activ: increases human CYP2C19 enzyme activity | activation factor at 5 µM | 96,000 tested, under 10 active | AID 1025 | P33261 | recombinant CYP2C19, luciferin-H EGE luminescence; hits give high values; 0 = fully inhibited enzyme, 1 = untreated enzyme;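 active = activation factor of at least 2 at 5 µM in the primary screen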;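 also: 0 = wells with 2.5 mM tranylcypromine and 1 = vehicle-only wells; values of inactives mirror those of a sister screen read the other way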
CYP2C9 inhib: blocks human cytochrome P450 2C9 | P11712 | CYP2C9 Supersomes, luciferin-H conversion, luminescence | inhibition, % at 5 µM | 96,000 compounds, 20% hits;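 active = blocking of liver enzyme CYP2C9 beyond about 50% at 5 µM, limit read from the data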; also: values of inactives mirror those of a sister screen read the other way
Rev-RRE block: inhibitors of HIV-1 Rev-RRE RNA interaction | P05866 | inhibition, % at 8 µM | 97,000 compounds, 0.79% hits | Rev peptide-RRE RNA binding, FRET | AID 704;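 active = inhibition above the screen-wide mean plus 3 SD, cut at about 35% in these data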;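 also: 0% = median DMSO wells and 100% = median Neomycin B control wells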
Target sequence (P05866 whole entry, looked up): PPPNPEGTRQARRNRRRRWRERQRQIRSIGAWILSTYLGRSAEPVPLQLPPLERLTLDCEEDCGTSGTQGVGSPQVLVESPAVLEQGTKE
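Assay system: Rev peptide and RRE RNA, both fluorescently labelled; times: 5 min preincubation and 15 min binding, 25 °C; detection: FRET, ex 480 nm, em 540 and 671 nm; read-out basis: % inhibition from 671/540 nm acceptor-to-donor ratio, scaled between controls; benchmarks: DMSO low control, neomycin B high control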
PLK1 PBD inh: Plk1 (human) PBD binding inhibition; P53350; 97,000 compounds, 0.13% hits; Plk1 PBD phosphopeptide binding, fluorescence polarization; inhibition, %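 (tested at about 20 µM)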; in the data active = inhibition above about 34%, passing the limit was not always enough
CYP2C9 activ: activators of human CYP2C9; recombinant CYP2C9, luciferin-H conversion, luminescence; hits give high values; factor 1 = untreated enzyme, 0 = blocked; AID 1024; P11712; 96,000 compounds, 1.4% hits; activation factor at 5 µM;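 active = activation factor of 2 or more for CYP2C9 at a 5 µM dose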;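 also: 0 = sulfaphenazole-blocked wells and 1 = vehicle-only wells; values of inactives mirror those of a sister screen read the other way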
PLK1 kinase inh: blocks human PLK1 kinase activity; P53350; recombinant PLK1 kinase, TR-FRET peptide phosphorylation; inhibition, % at 10 µM; 97,000 compounds, 0.53% hits;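 active = inhibition of 50% or more in the single-concentration screen; inactive = inhibition below 50%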;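 also: 0% = DMSO max control and 100% = H-89 dihydrochloride min control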
CYP2C19 inhib: blocks human cytochrome P450 2C19; 96,000 compounds, 21% hits; CYP2C19 Supersomes, luciferin-H EGE luminescence, 30 min; P33261; inhibition, % at 5 µM;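 active = CYP2C19 inhibition above a set limit at 5 µM in the primary screen, cut at about 50% in these data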;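 also: plate controls were negative control wells for no effect and 2.5 mM tranylcypromine positive control for full effect; values of inactives mirror those of a sister screen read the other way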
PLAP activator: human PLAP activation; P05187; purified PLAP enzyme, luminescent substrate read-out; hits give high values; activation fold at 20 µM; 96,000 compounds, 1.2% hits; in the data active = activation fold above about 2
* hit, by the source's call; . = no result given. An unsorted share of the library. Share with any hit: about 29%.

Start of the listing, in advance (2 entries):
| molecule | EphB4 ephrin blk | CYP2C19 activ | CYP2C9 inhib | Rev-RRE block | PLK1 PBD inh | CYP2C9 activ | PLK1 kinase inh | CYP2C19 inhib | PLAP activator |
| --- | --- | --- | --- | --- | --- | --- | --- | --- | --- |
| CCC(=O)Nc1c(C)nn(C(=O)CC)c1C | 4 | 0.9 | -5 | 7 | 43 | 1.1 | -2 | 8 | 0.8 |
| CCOC(=O)c1sc(Nc2nc3c(OC)cccc3s2)nc1C | . | 0.8 | 42 | . | . | 0.6 | . | 22 | 0.9 |

The whole of this part, from the first entry:
| molecule | EphB4 ephrin blk | CYP2C19 activ | CYP2C9 inhib | Rev-RRE block | PLK1 PBD inh | CYP2C9 activ | PLK1 kinase inh | CYP2C19 inhib | PLAP activator |
| --- | --- | --- | --- | --- | --- | --- | --- | --- | --- |
| CCC(=O)Nc1c(C)nn(C(=O)CC)c1C | 4 | 0.9 | -5 | 7 | 43 | 1.1 | -2 | 8 | 0.8 |
| CCOC(=O)c1sc(Nc2nc3c(OC)cccc3s2)nc1C | . | 0.8 | 42 | . | . | 0.6 | . | 22 | 0.9 |
| Cc1oc2cc(O)ccc2c(=O)c1Oc1ccc2ccccc2c1 | 2 | 0.8 | -98 | 9 | 27 | 2* | -5 | 18 | 1.2 |
| Cc1c(N(C)C(=O)c2ccccc2F)c(=O)n(-c2ccccc2)n1C | -5 | 1 | -5 | 0 | -9 | 1.1 | -11 | 4 | 1.3 |
| COc1ccc(C(=O)Nc2ccc(S(=O)(=O)Nc3cc(C)nc(C)n3)cc2)c(OC)c1 | -7 | 1 | 37 | -1 | -30 | 0.6 | 3 | -4 | 1.4 |
| Cc1ccc(CNc2nc3ccccc3s2)s1 | 1 | 0.5 | 44 | 1 | 13 | 0.6 | -2 | 51* | 0.9 |
| CCN1CCN(c2ncc3c(n2)CC(c2cc(OC)c(OC)c(OC)c2)CC3=O)CC1 (stereo unspecified) | -4 | 0.7 | 42 | 0 | 21 | 0.6 | -2 | 30 | 1.5 |
| CN(C(=O)CSc1nc(-c2ccccc2)cs1)C1CCS(=O)(=O)C1 (stereo unspecified) | 3 | 0.4 | -304 | -1 | 0 | 4* | -10 | 60* | 1.7 |
| COc1ccc(-c2cc(C(=O)NC(C)C)no2)cc1 | 2 | 1 | 3 | -1 | 6 | 1 | -6 | 2 | 0.8 |
| CCCCCCNc1c([N+](=O)[O-])cc(C)cc1[N+](=O)[O-] | 0 | . | . | 25 | 6 | . | -3 | . | . |
| CCC1C(=O)N=C(SCC(=O)Nc2cccc3ccccc23)NC1=O (stereo unspecified) | -4 | 1.1 | -1 | 6 | -25 | 1 | -13 | -8 | 0.9 |
| CC(Sc1ccc2c(c1)OCCO2)C(=O)Nc1ccc2c(c1)OCO2 (stereo unspecified) | -4 | 0 | 90* | 2 | -8 | 0.1 | 15 | 100* | 0.8 |
| Cc1cc(C)nc(SC2=CS(=O)(=O)c3ccccc32)n1 | -2 | 0.8 | 20 | -3 | -4 | 0.8 | -11 | 23 | 1.1 |
| O=C(NCc1cccs1)c1cnc2ccccn2c1=O | 0 | 1.1 | 3 | 2 | -5 | 1 | -7 | -6 | 1.1 |
| CC(C)(C)c1csc(SCC(=O)Nc2ccc(Cl)cn2)n1 | 0 | . | . | 14 | -15 | . | 1 | . | . |
| COc1ccc(C2C(C(=O)N3CCN(c4ccccc4)CC3)c3ccccc3C(=O)N2C)cc1OC (stereo unspecified) | -1 | 0.7 | 73* | 7 | -19 | 0.3 | -27 | 35 | 1.7 |

Complete entries, quoted from the list. Screens in order: EphB4 ephrin blk | CYP2C19 activ | CYP2C9 inhib | Rev-RRE block | PLK1 PBD inh | CYP2C9 activ | PLK1 kinase inh | CYP2C19 inhib | PLAP activator
CCC1C(=O)N=C(SCC(=O)Nc2cccc3ccccc23)NC1=O (stereo unspecified) is entered as -4 | 1.1 | -1 | 6 | -25 | 1 | -13 | -8 | 0.9
COc1ccc(-c2cc(C(=O)NC(C)C)no2)cc1 is entered as 2 | 1 | 3 | -1 | 6 | 1 | -6 | 2 | 0.8
Cc1ccc(CNc2nc3ccccc3s2)s1 is entered as 1 | 0.5 | 44 | 1 | 13 | 0.6 | -2 | 51* | 0.9

High-throughput results (PubChem)
